# HP1b chromo inh = HP1-beta chromodomain-methylated histone interaction inhibition; P83916; Potency, µM (highest dose often 114 µM), for inactives: at the highest dose activity change, negative = inhibition, actives largely listed as inhibitors; AlphaScreen HP1-beta / biotin-H3K9me3 peptide binding; hit rate 0.56% among 390,000; further: potency means the concentration at half of the fitted maximal effect; nearly all actives have a fitted effect of over 70% in size; inactives centre near 23
#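 HP1-beta protein (50 nM final) preincubated 30 min at room temperature with biotinylated H3(1-18)K9me3 peptide (50 nM) in PBS pH 7.4, 0.01% Tween-20, then compound added for 30 min. AlphaScreen streptavidin donor/nickel chelate acceptor beads (10 ug/mL final), 30 min dark, luminescence read.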
# GLS inhibitor = inhibitors of human glutaminase (GLS) | O94925 | GLS enzymatic activity, qHTS titration | Potency, µM (series often up to 45.5 µM), for the others: at the highest dose activity change, negative = inhibition, actives largely listed as inhibitors | hit rate 0.21% among 410,000 | AID 624170; further: potency means the concentration at half of the fitted maximal effect; on the % scale 0 is the no-effect control and ±100 the full control effect
#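 hKGA; 45 mM KH2PO4 pH 8.2 + 0.02% Tween-20; cpd via pin tool; 1 mM Gln soln; GluOx/HRP/Amplex Red; RT 30 min; fluor. t0 & final.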
# Tb PGK inh = T. brucei PGK inhibition; P07378; PGK/GAPDH coupled, Kinase-Glo luminescence, 60 min; Potency, µM (top dose mostly 57.5 µM), without a hit: at the top dose activity change, negative = inhibition, usual class: inhibitors; hit rate 0.043% among 380,000; further: potency means the concentration at half of the fitted maximal effect; on the % scale 0 is the no-effect control and ±100 the full control effect; nearly all actives have a fitted effect of over 60% in size
# Target sequence (P07378 whole entry, looked up): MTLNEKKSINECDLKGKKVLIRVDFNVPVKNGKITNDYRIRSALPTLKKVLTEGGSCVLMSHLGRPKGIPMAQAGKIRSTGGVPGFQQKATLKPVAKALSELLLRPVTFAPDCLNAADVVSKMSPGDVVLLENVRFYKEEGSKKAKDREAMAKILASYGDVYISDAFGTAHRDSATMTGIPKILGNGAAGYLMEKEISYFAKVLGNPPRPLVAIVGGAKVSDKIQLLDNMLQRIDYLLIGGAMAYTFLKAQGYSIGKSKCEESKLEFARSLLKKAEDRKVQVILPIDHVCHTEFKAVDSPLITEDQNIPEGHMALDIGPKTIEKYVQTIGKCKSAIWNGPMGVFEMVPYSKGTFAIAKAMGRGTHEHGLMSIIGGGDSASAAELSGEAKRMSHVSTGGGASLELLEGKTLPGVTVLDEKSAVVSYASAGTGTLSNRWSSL
#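 Luminescent ATP detection (Kinase-Glo Plus) follows a 60-minute room-temperature incubation, with wells lacking PGK as controls. Buffer: 100 mM TEA (pH 7.6), 5 mM MgCl2, 0.01% Tween-20. Coupling enzyme GAPDH (100 nM final) supplies unstable 1,3-BPG in-well.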
# Pin1 inhibitor = inhibitors of human Pin1; Q13526; Pin1 FP peptide displacement, HiFluor488, 10 min; hit rate 0.009% among 390,000; Potency, µM (top dose mostly 115 µM), for the others: at the highest dose activity, negative = inhibition, most hits filed as inhibitors; active means well fitted inhibition curve with a large enough effect in the polarisation, with a control signal flat, not every such curve was filed as active; inconclusive means small, poorly fitted or top-dose-only effect, or effect the other way, or a change in a side signal; inactive means no such curve, though single readings can be large or run the other way; the % refers to the polarisation; further: potency means the concentration at half of the fitted maximal effect; on the % scale 0 is the no-effect control and ±100 the full control effect
# Target sequence (Q13526 whole entry, looked up): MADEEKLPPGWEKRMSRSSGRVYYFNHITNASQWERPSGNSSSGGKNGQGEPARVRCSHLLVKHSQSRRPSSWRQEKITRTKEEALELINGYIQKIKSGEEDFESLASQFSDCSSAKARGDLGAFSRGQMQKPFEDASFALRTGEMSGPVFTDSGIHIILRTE
# mIDH1 inhibitor = inhibitors of human mutant IDH1 R132H | IDH1-R132H enzyme, NADPH consumption, diaphorase/resazurin fluorescence | AID 602179 | hit rate 0.093% among 390,000 | Potency, µM (doses to about 76.6 µM), without a hit: at the highest dose activity change, negative = inhibition, most hits filed as inhibitors; further: potency means the concentration at half of the fitted maximal effect; on the % scale 0 is the no-effect control and ±100 the full control effect; nearly all actives have a fitted effect of over 65% in size
#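 IDH1-R132H (0.5 ug/mL) preincubated 30 min with compound, then NADPH (0.016 mM) and alpha-KG (2 mM) added; 80 min at RT, pH 7.5. Remaining NADPH coupled via diaphorase/resazurin to fluorescence (540/590 nm); concentration-response curves normalized to no-enzyme control.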
# rTrxR1 inhibitor = inhibitors of rat thioredoxin reductase 1 | Potency, µM (top dose mostly 114 µM), inactives show at the highest dose activity change, negative = inhibition, hits mostly inhibitors | recombinant rTrxR1, NADPH fluorescence consumption, selenite substrate | hit rate 1% among 390,000 | O89049; further: potency means the concentration at half of the fitted maximal effect; on the % scale 0 is the no-effect control and ±100 the full control effect; nearly all actives have a fitted effect of over 65% in size
# Target sequence (O89049 whole entry, looked up): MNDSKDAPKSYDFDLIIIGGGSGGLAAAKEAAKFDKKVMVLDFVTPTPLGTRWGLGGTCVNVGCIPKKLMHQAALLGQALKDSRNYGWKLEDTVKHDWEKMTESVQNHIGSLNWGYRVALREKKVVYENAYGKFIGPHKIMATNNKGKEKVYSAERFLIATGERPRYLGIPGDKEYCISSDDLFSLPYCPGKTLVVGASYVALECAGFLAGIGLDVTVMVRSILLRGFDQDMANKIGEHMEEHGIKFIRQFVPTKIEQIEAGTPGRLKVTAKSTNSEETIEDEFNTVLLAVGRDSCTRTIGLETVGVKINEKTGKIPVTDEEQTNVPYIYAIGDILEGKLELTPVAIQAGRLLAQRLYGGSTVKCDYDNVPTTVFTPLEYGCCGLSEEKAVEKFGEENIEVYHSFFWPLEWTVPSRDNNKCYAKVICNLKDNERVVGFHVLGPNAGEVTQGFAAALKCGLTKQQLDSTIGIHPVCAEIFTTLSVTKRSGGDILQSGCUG
#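 Rat TrxR1 (90 nM in the dispensed reagent) was pre-reduced with 400 uM NADPH for 5 min at room temperature, then incubated with compound for 15 min. After 400 uM selenite was added, NADPH fluorescence (Ex 340/Em 450 nm) was followed for 8 min.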
# PI4K2A block = inhibitors of human PI4K2A; Q9BTU6; purified PI4K2A, ADP-Glo luminescence, 1 h; active compounds read low; activity change, negative = inhibition, % at 76.9 µM; hit rate 0.13% among 420,000; in the data active means activity change below about -50%; inconclusive means mostly about -30% to -49%;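 further: -100% = wells without enzyme as full effect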
#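 ADP-Glo luminescence measured ADP generated by PI4K2A enzyme (4 ug/mL before mixing) with 1.2 mM PI substrate (pre-mix) and 300 microM ATP (pre-mix). Tris pH7.5 buffer with MgCl2, Triton X-100; 1 h reaction at ambient temperature.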
# TrxR1 substrate = substrates of rat thioredoxin reductase 1 | hit rate 0.01% among 390,000 | O89049 | Potency, µM (doses to about 114 µM), for inactives: at the top dose activity change, negative = substrate turnover | purified TrxR1 substrate turnover, NADPH consumption readout; further: potency means the concentration at half of the fitted maximal effect; on the % scale 0 is the no-effect control and ±100 the full control effect; nearly all actives have a fitted effect of over 50% in size
#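 Rat TrxR1, dispensed at 90 nM, was prereduced with 400 uM NADPH (final) for 5 min at ~22 deg C, then incubated with compound 15 min before 400 uM selenite. A first-read NADPH fluorescence drop versus no-compound background flagged substrates.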
# USP1 inh = USP1/UAF1 (human) deubiquitinase inhibition; recombinant USP1/UAF1, Ub-Rhodamine cleavage fluorescence; Potency, µM (top dose mostly 57.1 µM), inactives show top-dose activity change, negative = inhibition, usual class: inhibitors; hit rate 0.23% among 390,000; AID 743255; further: potency means the concentration at half of the fitted maximal effect; on the % scale 0 is the no-effect control and ±100 the full control effect; nearly all actives have a fitted effect of over 60% in size; inactives centre near -12
#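 Step one: compound is pinned into 1nM USP1/UAF1 in HEPES pH 7.8 buffer with TCEP. Step two: 15 min room-temperature incubation. Step three: Ub-Rho (150nM final) starts cleavage, tracked by fluorescence over six one-minute reads.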
# * hit, by the source's call; i = inactive; ? = inconclusive; / = not tested or not shown; [ ] = another dose, or the depositor's remark. Unless noted, the call rests on the fitted dose curve; in most records, active means well fitted curve in the direction sought with a large enough effect; inconclusive means small, poorly fitted or top-dose-only effect, or another doubt; inactive means no such curve, though single readings can be large; an effect the other way counts as inactive or inconclusive.
# Each structure is followed by: mIDH1 inhibitor, USP1 inh, Pin1 inhibitor, HP1b chromo inh, Tb PGK inh, GLS inhibitor, PI4K2A block, TrxR1 substrate, rTrxR1 inhibitor
Cc1ccc(S(=O)(=O)NCCc2cn3nc(C)c(C)nc3n2)cc1C
 : 11%, -10%, 1%, 32%, -4%, 5%, 5, 114%[activator], 12%
Cc1sc2nc(CN(C(=O)NCc3ccccc3)C3CCCC3)[nH]c(=O)c2c1C
 : 1%, -14%, 0%, 1%, i, -5%, 4, 4%, 29%
O=[N+]([O-])c1ccc2c(c1Nc1ccccc1Cl)=NC1(CCCCC1)N=2
 : 1%, -13%, 0%, 10%, i, 0%, -6, -1%, 12%
CC1CCCCN1CC(=O)NCc1ccc2c(c1)OCO2 (configuration not stated)
 : 4%, -15%, -9%, 20%, i, -2%, 0, -6%, 20%[57.1 µM]
Cc1ccc(C)c(NC(=O)C(OC(=O)c2ccc(NC(=O)CC#N)cc2)c2ccccc2)c1 (configuration not stated)
 : 1%, -21%, 64%[activator], 23%, i, -16%, -5, -12%, -11%
COc1ccc(CNC(=O)CCS(=O)(=O)Cc2cccc(Cl)c2)c(OC)c1
 : -4%, -22%, 13%, 33%, -3%, -5%, 0, 3%, 21%
Cn1c(-c2ccc3c(c2)OCO3)cnc1NCc1cccc(Cl)c1
 : 10%, -20%, 4%, -62%, i, 19%, 12, 3%, 3%
Cc1ccc(NC(=O)Cn2nc(C(F)(F)F)c3c2CCCC3)cc1C
 : -14%, -21%, 0%, 27%, -8%, 6%, 6, 3%, 19%
COc1ccc(/C=C(/NC(=O)/C=C/c2ccccc2)C(=O)N2CCOCC2)cc1
 : -2%, -7%, 4%, 32%, 0%, -8%, 1, -1%[57.1 µM], -1%[57.1 µM]
O=C1CC(c2ccccc2)n2ncnc2N1 (configuration not stated)
 : 9%, -11%, 0%, 29%, 5%, 2%, -3, 5%[57.1 µM], 1%[57.1 µM]
CSc1ccc(S(=O)(=O)NCC(=O)OCC(=O)N2CCCCC2C)cc1[N+](=O)[O-] (configuration not stated)
 : 3%, -19%, 1%, 28%, 4%, 5%, 7, 5%, 9%
O=[n+]1cc(-c2ccc(Cl)cc2)n([O-])c2c1CCC2
 : 6%, -1%, -6%, -10%, i, 0%, -10, 3%[57.1 µM], 9%[57.1 µM]
CCC(=O)OCCNc1cc(Sc2nc3ccccc3s2)c2nonc2c1[N+](=O)[O-]
 : 4%, ?, ?, ?, -8%, ?, -7, -1%, 0.28µM*
COc1ccccc1NS(=O)(=O)c1ccc(Cl)c(NC(=O)CN2C(=O)c3ccccc3C2=O)c1
 : -3%, -1%, 5%, 3%, -2%, 17%, 0, -8%, -3%
FC(F)(F)c1cccc(NCc2cn3cccnc3n2)c1
 : 7%, -16%, 8%, 29%, -2%, -2%, -3, -6%, -9%
O=C(NC(=O)c1cccc(Cl)c1)OC[C@@H]1CCCN2CCCCC12 (some centres not stated)
 : -13%, -25%, 1%, 23%, -2%, -4%, -1, -2%, 10%
Cc1nn(CC(=O)Nc2ccc(N(C)C)cc2)c(C)c1[N+](=O)[O-]
 : -4%, 4%, 4%, 11%, 0%, 38%[activator], -5, -15%, -5%
CC1CCc2c(sc(NC(=O)c3noc4c3CCCC4)c2C(N)=O)C1 (configuration not stated)
 : 15%, -18%, -12%, 20%, i, 2%, 0, 21%, 45%[activator]
Cc1ccc(S(=O)(=O)NC(C)(C)CSc2ncccn2)cc1
 : 8%, ?, -1%, 14%, -8%, -3%, -1, 8%[57.1 µM], 13%[57.1 µM]
Cc1[nH]n2c(=O)cc(-c3ccc([N+](=O)[O-])cc3)nc2c1-c1ccccc1
 : 2%, -7%, ?, -57%, -8%, -14%, -3, -11%, -21%
CC(=O)N(Cc1cccs1)Cc1cc2ccc(C)c(C)c2nc1Cl
 : 12%, -22%, -4%, 61%[activator], -7%, -5%, 1, -1%, 7%
CCn1c(CNC(=O)c2ccccc2Br)nnc1SCC(=O)NC1=NCCS1
 : 4%, -20%, -2%, 15%, -8%, -19%, 4, 6%, 24%
CCn1c(SCC(=O)NCc2ccc3c(c2)OCO3)nc2c(c1=O)SCC2
 : 11%, -9%, 1%, 31%, -11%, -2%, 0, -4%, -10%
Cc1csc(SCC(=O)O)n1
 : 1%, 1%, 0%, 7%, -3%, 11%, 8, 10%[57.1 µM], 10%[57.1 µM]
Cc1ccccc1NS(=O)(=O)c1ccc(C(=O)NCC2(N3CCOCC3)CCCCC2)cc1
 : 2%, -20%, -3%, 18%, -11%, 9%, 0, 9%, 35%
O=C(O)c1ccc2c(=O)n(Cc3ccccc3)c(SCc3ccc([N+](=O)[O-])cc3)nc2c1
 : -5%, -18%, ?, 10%, -1%, -3%, 8, -12%, ?
CCOc1ccc(NC(=S)NC(=O)/C=C/c2ccc(C)cc2)c([N+](=O)[O-])c1
 : 2%, -17%, 1%, 7%, 8%, 1%, -3, -6%, -2%
CCN(CC)C(=O)CN(c1ccc2c(c1)OCO2)S(C)(=O)=O
 : 0%, -4%, -2%, 10%, i[11.5 µM], 1%, 0, 3%, 13%
CC1(c2ccccc2)CC(C)(C)N(C(=O)C2CCCO2)c2ccccc21 (configuration not stated)
 : 4%, 14%, 0%, 5%, 4%, -10%, 0, 6%, 6%
O=C(O)COc1ccccc1/C=N/NC(=O)c1cccc(S(=O)(=O)Nc2cccc(Cl)c2)c1
 : 0%, -25%, 5%, 7%, i, -5%, -4, -6%, -5%
CCOc1ccc(CCNC(=O)COC(=O)/C=C/c2ccccc2)cc1OCC
 : 6%, -7%, 4%, 28%, -6%, -5%, -2, -10%, -7%
O=C(Cn1cnc2ccccc2c1=O)c1ccc(Br)cc1
 : 0%, -8%, 3%, 38%, -6%, -1%, -2, 2%, 28%
CN1/C(=C\C(=O)COC(=O)c2nccnc2N)C(C)(C)c2ccccc21
 : 8%, -17%, ?, 14%, -2%, -8%, 3, -11%, -15%
COc1ccccc1NC(=O)c1cc2cc3ccc(OC)c(Cl)c3nc2s1
 : -9%, -15%, 91%[activator], 5%[57 µM], -18%, 6%, -6, -9%[57.1 µM], 3%[57.1 µM]
COc1cccc(NC(=O)CSCn2nnc3c(=O)[nH]c(Cc4ccc(F)cc4)nc32)c1
 : -14%, ?, -1%, 39%[activator], 4%, 1%, 2, 6%, 13%
Cc1nn(-c2ccccc2)c2nc3c(cc12)C(=O)CCC3
 : 5%, -8%, -2%, 28%, -8%, 10%, -9, 10%, -7%
NS(=O)(=O)c1ccc(NC(=O)C2Cc3ccccc3CN2C(=O)c2ccco2)cc1 (configuration not stated)
 : 9%, 6%, -6%, ?, -22%, 21%, -17, 0%, ?
CN(Cc1ccccc1)c1nc2c(c(=O)[nH]c(=O)n2C)n1CCCc1ccccc1
 : 12%, -9%, 2%, -26%, 0%, -3%, 3, 2%[57.1 µM], 11%
CNC(=O)[C@]1(C(F)(F)F)C[C@H](CCC2CCCCC2)CCCO1
 : /, /, 0%, 70%[activator], /, /, /, -14%, -12%
CCOc1ccc(CCNC(=O)CN2C(=O)COc3ccc(S(=O)(=O)N4CCCCCC4)cc32)cc1
 : -7%, -26%, 1%, 18%, 2%, -7%, -6, -10%, 0%
CCOC(=O)C1=CN(Cc2cccc(-c3ccc4c(c3)OCO4)c2)S(=O)(=O)N(C)C1C (configuration not stated)
 : -2%, -19%, -4%, 28%, -4%, 0%, 2, 5%, 23%
O=Nc1c(O)n(Cc2c(Cl)cccc2Cl)c2ccccc12
 : -2%, -3%, 8%, 11%, i, 9%, -3, 15%, 28%
Cc1c(NC(=O)COC(=O)Cc2ccc(F)cc2)c(=O)n(-c2ccccc2)n1C
 : -3%, -7%, -11%, 4%, -9%, -4%, 2, -4%[57.1 µM], -10%[57.1 µM]
COC(=O)CN(c1c(C)cccc1C)S(C)(=O)=O
 : -1%, 2%, -3%, 21%, -7%, -8%, 0, 8%, 10%
COc1ccccc1OCCn1c(=O)n(C)c2ccccc21
 : 0%, -23%, -1%, 35%, i, -2%, -5, 5%, 18%
COc1ccc(C(=O)COC(=O)CCC(=O)Nc2ccc(C(C)=O)cc2)cc1
 : 7%, -12%, -4%, 27%, i, -1%, -5, 1%, 8%
CC(C)(C#N)NC(=O)C1CCCN1S(=O)(=O)c1ccc2ccccc2c1 (configuration not stated)
 : 5%, -11%, -23%, 28%, i, -12%, 4, 1%, 20%
c1ccc2c(c1)Cc1cc(CN3CCOCC3)ccc1-2
 : 4%, -16%, 5%, 8%, -6%, 4%, -4, 0%, 5%
CCOC(=O)c1[nH]c(=O)[nH]c1CNc1ccccc1C#N
 : 5%, -14%, 0%, 31%, 5%, -4%, -1, 8%, 3%[57.1 µM]
O=C(CCS(=O)(=O)c1ccc(F)cc1)N1CCN(c2ccccc2)CC1
 : 0%, -15%, -3%, 35%, 1%, 17%, 1, 0%, 5%
CCN(CC)S(=O)(=O)c1ccc(N2CCCCS2(=O)=O)cc1
 : 5%, -5%, -9%, 25%, i, -10%, -3, 5%[57.1 µM], 17%[57.1 µM]
COc1cccc(-c2nc(CS(=O)CC(=O)N3CCN(c4cccc(C(F)(F)F)c4)CC3)c(C)o2)c1 (configuration not stated)
 : 8%, 5%, 5%, 0%, -2%, -23%, -6, 5%[57.1 µM], 25%[57.1 µM]

# An excerpt. The share of hits here may be higher or lower than overall.
